Source: PubChem BioAssay (several laboratories)
NR2F2 inh: inhibitors of human COUP-TFII (NR2F2); HEK293T NGFI-A luciferase reporter, luminescence; inhibition, % at 8.6 µM; hit rate 0.7% among 370,000; P24468;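 active = inhibition above a per-plate cutoff, mean inhibition of test wells between control levels plus 3 SD, cut at about 38% in these data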;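 note: cells cotransfected with COUP-TFII expression vector driving the NGFI-A reporter; 0% = median of COUP-TF2 test wells and 100% = reporter-only cells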
TROY NFkB inh: TROY signaling inhibition | Q293 LMP1-TROYcd NF-kB luciferase reporter, 4 h | AID 1347056 | hit rate 0.98% among 360,000 | inhibition, % at 10 µM;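 active = compounds whose plate-normalised and pattern-corrected inhibition of the luciferase reporter signal at the single screening dose is 50% or more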
EBV LMP1 NFkB: inhibitors of Epstein-Barr LMP1-induced NF-kappaB reporter; inhibition, % at 12.5 µM; AID 504558; hit rate 0.69% among 350,000; LMP1-induced NF-kappaB luciferase reporter cells, luminescence; in the data active = inhibition above about 41%; inconclusive = no clear call, values can overlap the other calls;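 note: 0% = neutral control wells and 100% = reference inhibitor control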
SRC3 inh: human NCOA3 inhibition; hit rate 0.17% among 360,000; Q9Y6Q9; HEK293 GAL4-SRC3 luciferase reporter, luminescence; AID 588352; inhibition, % at 3.6 µM;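 active = inhibition above a per-campaign cutoff, the mean of all compounds plus 3 SD, cut at about 60% in these data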;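 note: 0% = DMSO-treated cells and 100% = gossypol-treated cells at 36 µM; higher means less SRC3-driven luciferase light from the GAL4 reporter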
Target sequence (Q9Y6Q9 whole entry, looked up, the tested form may be a part): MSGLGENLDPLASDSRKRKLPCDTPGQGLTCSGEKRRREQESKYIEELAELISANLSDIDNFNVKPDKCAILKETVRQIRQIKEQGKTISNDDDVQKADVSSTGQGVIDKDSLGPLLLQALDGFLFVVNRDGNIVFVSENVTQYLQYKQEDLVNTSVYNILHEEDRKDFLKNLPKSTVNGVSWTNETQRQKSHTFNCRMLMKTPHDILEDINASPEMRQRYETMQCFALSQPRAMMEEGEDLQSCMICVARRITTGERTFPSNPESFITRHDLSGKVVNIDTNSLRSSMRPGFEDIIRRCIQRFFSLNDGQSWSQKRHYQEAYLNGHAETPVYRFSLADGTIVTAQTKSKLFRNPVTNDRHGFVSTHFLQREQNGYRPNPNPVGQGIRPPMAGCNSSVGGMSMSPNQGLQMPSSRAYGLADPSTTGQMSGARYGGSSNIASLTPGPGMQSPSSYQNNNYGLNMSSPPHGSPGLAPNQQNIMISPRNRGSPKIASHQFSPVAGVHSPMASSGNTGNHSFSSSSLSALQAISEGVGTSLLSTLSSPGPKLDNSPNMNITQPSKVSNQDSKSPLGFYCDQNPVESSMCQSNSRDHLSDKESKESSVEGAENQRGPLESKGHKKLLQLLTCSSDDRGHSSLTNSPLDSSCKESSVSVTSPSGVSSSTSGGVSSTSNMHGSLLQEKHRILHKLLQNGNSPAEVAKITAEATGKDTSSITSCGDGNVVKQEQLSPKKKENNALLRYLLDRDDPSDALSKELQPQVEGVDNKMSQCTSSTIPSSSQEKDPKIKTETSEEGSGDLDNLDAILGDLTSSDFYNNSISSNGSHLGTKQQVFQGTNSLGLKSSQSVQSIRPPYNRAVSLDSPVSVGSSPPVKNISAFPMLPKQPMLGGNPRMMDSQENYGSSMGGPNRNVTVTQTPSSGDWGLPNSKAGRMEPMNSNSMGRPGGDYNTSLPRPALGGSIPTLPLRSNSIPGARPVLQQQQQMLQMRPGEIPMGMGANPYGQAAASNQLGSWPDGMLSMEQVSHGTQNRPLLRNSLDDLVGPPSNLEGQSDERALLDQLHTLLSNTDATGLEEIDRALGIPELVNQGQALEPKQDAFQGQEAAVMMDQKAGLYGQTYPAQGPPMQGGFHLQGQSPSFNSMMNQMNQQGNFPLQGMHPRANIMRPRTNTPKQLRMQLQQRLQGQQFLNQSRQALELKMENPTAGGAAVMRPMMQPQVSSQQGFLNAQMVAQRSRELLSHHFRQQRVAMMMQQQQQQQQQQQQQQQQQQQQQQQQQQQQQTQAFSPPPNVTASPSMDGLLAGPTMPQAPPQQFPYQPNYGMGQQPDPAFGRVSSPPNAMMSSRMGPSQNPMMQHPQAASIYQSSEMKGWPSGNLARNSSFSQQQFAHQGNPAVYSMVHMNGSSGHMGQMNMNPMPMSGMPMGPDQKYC
TLR9-MyD88 block: inhibitors of human TLR9-MyD88 binding | CHO BLA complementation TLR9-MyD88, CCF4 FRET ratio | inhibition, % at 4.98 µM | Q9NR96+Q99836 | AID 504734 | hit rate 0.21% among 340,000;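 active = inhibition above the mean over all tested compounds plus 3 SD, cut at about 21% in these data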;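 note: 0% = DMSO only wells and 100% = clavulanate BLA inhibitor control wells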
SRC1 inh: human NCOA1 inhibition; HEK293 GAL4-SRC1 luciferase reporter, luminescence; hit rate 0.12% among 360,000; Q15788; inhibition, % at 3.6 µM;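 active = inhibition above the campaign mean plus 3 SD, with each screening campaign given its own cutoff, cut at about 60% in these data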;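 note: 0% = DMSO treated cells and 100% = gossypol at 36 µM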
C8 TRAIL sens: sensitizes caspase-8 expressing cells to TRAIL | NB7+C8 cells + TRAIL, ATPlite viability luminescence | AID 624354 | hit rate 1% among 360,000 | inhibition (viability loss, TRAIL sensitization), % at 10 µM;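 active = compounds causing at least 50% loss of cell viability in the single-dose screen, relative to plate controls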
TWEAK Fn14 block: inhibitors of TWEAK-Fn14 interaction signaling; TWEAK-stimulated Fn14 reporter cells, luciferase luminescence, 8 h; inhibition, % at 10 µM; hit rate 2% among 360,000; in the data active = inhibition above about 50%
NOD2 RIPK2 PPI: blocks binding of human NOD2 to RIPK2 | O43353 | CHO BLA complementation NOD2-RIPK2, CCF4 ratio | inhibition, % at 4.98 µM | hit rate 0.38% among 360,000; in the data active = inhibition above about 21%;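 note: 0% = vehicle only and 100% = reference blocker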
NR5A2 inv ag: suppresses constitutive activity of human LRH-1; O00482; HEK293T StAR-luciferase reporter, LRH-1 transfected, 24 h; inhibition, % at 3.6 µM; hit rate 0.13% among 360,000; AID 602396;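 active = inhibition above the mean inhibition of all tested compounds plus 3 SD, cut at about 73% in these data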;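 note: 0% = DMSO wells and 100% = reporter-only cells lacking LRH-1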
SRC2 inh: inhibits human steroid receptor coactivator 2; Q15596; HEK293 GAL4-SRC2 luciferase reporter, luminescence; inhibition, % at 9 µM; hit rate 0.17% among 370,000; AID 651957;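 active = inhibition above the mean inhibition of all tested compounds plus 3 SD, set per campaign, cut at about 52% in these data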;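 note: 0% = DMSO treated cells and 100% = cells given Gossypol at 36 µM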
The depositor's hits bear a star; ? = inconclusive; · = not tested or not shown.

The line under a structure holds: NR2F2 inh	TROY NFkB inh	EBV LMP1 NFkB	SRC3 inh	TLR9-MyD88 block	SRC1 inh	C8 TRAIL sens	TWEAK Fn14 block	NOD2 RIPK2 PPI	NR5A2 inv ag	SRC2 inh
COc1cccc2c1OCC(C(=O)NCc1ccc(Cl)cc1Cl)=C2
→ -14	-17	3	14	10	4	12	-7	14	-2	-10
O=C(O)c1ccc(N=C2SCC(=O)N2Cc2ccccc2)cc1
→ -13	-17	-4	3	-3	0	5	-8	-1	8	-10
CCOc1ccccc1C1C2CCCCC2(O)CCN1C(=O)c1cccs1 (stereo not drawn)
→ 15	-37	4	-32	3	-13	4	-15	-10	-16	-6
C=CCSc1nnc(-c2cccc3ccccc23)o1
→ -5	-5	-6	-11	-7	3	10	-5	3	18	-32
CC(=O)Nc1ccc(S(=O)(=O)NNC2=NS(=O)(=O)c3ccccc32)cc1
→ 7	-2	-2	-8	-6	0	2	-1	-2	-10	-24
CCCCNC(=S)N(C)/N=C/c1ccc(F)cc1
→ 4	6	4	13	-9	6	-9	10	-3	21	9
Cc1cc(Nc2c(C#N)c(N)nn2C)ccc1F
→ 4	2	-1	8	-3	7	-2	4	-11	3	-13
CC(C)(O)C#Cc1ccc(C(=O)NCc2ccccc2F)cc1
→ -20	-48	-3	-27	-5	-32	5	-11	1	-13	-44
O=C(CSc1nnc(-c2ccncc2)o1)Oc1ccccc1
→ 6	8	5	-1	5	4	-4	-8	-1	0	-6
CC(=O)c1c(C)oc2ccc(NS(=O)(=O)c3ccc(O)c(C(=O)O)c3)cc12
→ -1	-8	3	11	-2	4	2	0	0	5	-21
CC1CCN(CC(O)COc2cccc(F)c2)CC1 (stereo not drawn)
→ -6	-10	-7	-5	5	-4	-10	10	-2	-2	-33
COc1ccccc1C(=O)Nc1ccc(N2CCN(C(C)=O)CC2)cc1
→ 4	-12	-6	2	1	5	3	-7	-10	-1	-24
COCCN(C(=O)CSc1nnc(-c2cccc(F)c2)n1N)c1c(N)n(CC(C)C)c(=O)[nH]c1=O
→ -26	-9	2	10	-2	-7	0	-9	4	-9	-12
O=C(CN1C(=O)COCC1=O)N1CCOCC1
→ -1	7	-4	-4	-7	-1	0	1	-1	-5	2
COC(=O)CSC1=C(C#N)C(c2ccc3c(c2)OCO3)C2=C(CCCC2=O)N1 (stereo not drawn)
→ ·	15	7	18	-1	5	-12	6	-4	10	·
Cc1ccc(NC(=O)c2ccc(OCC3CCCO3)cc2)nc1 (stereo not drawn)
→ -34	-25	-7	-97	1	-120	21	24	-10	-109	-43
Oc1cccc(-c2nnc(-c3cccc(O)c3)nn2)c1
→ -8	27	37	-108	-2	-108	88*	85*	3	-84	-11
CCN(CC)CCCC(C)Nc1nccc2c(Cl)cccc12 (stereo not drawn)
→ -10	-6	1	11	-10	2	12	3	12	-10	-16
COc1ccccc1Nc1nc(N2CCCC2)nc(N2CCOCC2)n1
→ 9	-1	2	-4	4	-1	11	-34	5	5	-28
O=c1[nH]c(CN2CCN(c3ncccn3)CC2)nc2c(Br)cc(Br)cc12
→ 2	12	7	18	-2	3	-12	-8	-1	-19	11
COc1ccc(NC(=O)C(c2ccc(C)cc2)N(C)C(=O)CNC(C)=O)cc1 (stereo not drawn)
→ -26	11	0	8	4	-15	11	-4	-1	-1	-8
CC1CCCCN1C(=O)COC(=O)C1CCN(S(=O)(=O)c2c(Cl)cccc2Cl)CC1 (stereo not drawn)
→ 21	20	-1	9	4	5	3	-15	-11	6	25
O=C(CCCN1C(=O)/C(=C\c2cccs2)SC1=S)Nc1cccnc1
→ -6	-11	0	29	-1	14	6	3	-9	-18	-7
COc1cc2nc(CSc3nc(-c4ccc(F)cc4)cs3)[nH]c(=O)c2cc1OC
→ 8	-12	-5	-23	0	15	26	11	2	21	12
O=C(Cc1ccc(Br)cc1)OCC(=O)N1CCOCC1
→ -2	-8	-3	22	-6	-3	4	-13	-3	7	-6
COCCn1c(CN(Cc2ccccc2)Cc2ccccc2)nc2c1c(=O)n(C)c(=O)n2C
→ ·	-7	4	10	-5	15	6	14	-10	-3	·
COc1ccc(/C=C2\SC(=S)N(CCC(=O)NC3CCCC3)C2=O)cc1OC
→ 1	-7	7	-10	2	5	7	-1	1	1	-38
COc1ccc(N2CCN(C(=O)c3ccc(Cn4c(=S)[nH]c5ccc(N6CCOCC6)cc5c4=O)cc3)CC2)cc1
→ -6	-35	-8	-27	-5	-72	7	13	-1	-25	-6
O=C(Nc1c(-c2ccccc2)[nH][nH]c1=O)c1ccc(-c2ccccc2)cc1
→ -6	·	·	·	·	·	-22	·	-5	7	-24
CCn1cc(CNC(=O)C2CCC(=O)N(Cc3ccc(Cl)cc3)C2)cn1 (stereo not drawn)
→ 4	-17	-17	-3	-2	4	-1	12	1	13	-13
O=c1c2ccccc2nnn1CSc1nc2ccccc2c(=O)n1CCCO
→ -15	-1	-2	3	7	-12	-8	-12	-5	7	9
CC(=O)c1ccc(NC(=O)CSc2nc3ccccc3c(=O)n2CCCN2CCOCC2)cc1
→ -23	-15	27	10	-5	2	0	-7	0	3	-35
COc1ccc(C)cc1C(=O)CCC(=O)NCCc1ccc(S(N)(=O)=O)cc1
→ -2	2	0	-7	-3	20	-26	10	7	5	3
C=Cc1ccc(Cn2nc(-c3ccc(C)cc3)ccc2=O)cc1
→ -3	9	-1	10	8	0	-9	-9	1	1	5
CN(C(=O)c1cccnc1)c1nnc(-c2cnccn2)s1
→ -21	-23	-15	-1	1	-25	1	-4	-12	5	-32
CCN(CC)S(=O)(=O)c1cc(NC(=O)CSc2nc3c(cc2C#N)C(=O)CC(C)(C)C3)ccc1C
→ -17	46	17	22	-15	10	23	55*	-7	-5	-21
Cc1oc(-c2ccccc2)nc1CSc1nc2c(c(=O)[nH]1)CCC2
→ 9	44	-2	-2	-1	7	10	1	-10	16	-8
CC(C)CCN(CCC(C)C)C(CO)(CO)CO
→ -6	16	0	24	-5	-8	3	-1	-5	20	8
O=c1[nH]c(Sc2ccc([N+](=O)[O-])cc2[N+](=O)[O-])nc2ccccc12
→ -3	-43	-6	6	8	-2	-2	-1	16	-7	15
Cc1ccccc1NC(=O)Cc1nc(CSc2nnc(-c3ccc4c(c3)OCO4)o2)cs1
→ -16	-23	-16	-69	-4	-57	20	-10	7	-55	-22
Nc1cc(-c2ccc(Cl)cc2)nn1S(=O)(=O)c1ccccc1
→ -6	0	1	4	5	18	4	14	-4	27	-2
O=C(N/N=C/c1cccnc1)c1ccc(Cn2cc([N+](=O)[O-])cn2)o1
→ -6	-32	1	17	-5	14	2	-14	-3	1	-18
Cc1ccc2c(COC(=O)C3CC(=O)N(c4ccc5c(c4)OCCO5)C3)cc(=O)oc2c1 (stereo not drawn)
→ 1	18	7	-12	-2	-1	13	-12	-11	-12	-23
CCOc1ccc(CNC(=O)CCS(=O)(=O)c2ccc3c(c2)NC(=O)CO3)cc1OC
→ 9	-15	2	6	5	-10	-3	-5	6	4	9
Cc1ccc(S(=O)(=O)N2CCN=C2SCc2c(F)cccc2Cl)cc1
→ -14	15	-1	-11	-15	-15	11	-15	5	-12	-12
O=C(NC(=S)Nc1c(Cl)cc(Cl)cc1Cl)c1ccccc1
→ 14	-23	7	-17	-16	-7	-1	-5	-11	17	-21
Cc1ccc(Cl)c(OCCCN(C)Cc2ccccc2)c1
→ 8	3	-11	6	-8	0	10	-9	-16	18	1
O=C(COc1ccc(Cl)cc1)NCCCNC(=O)c1cccnc1
→ 0	5	-9	-13	-5	12	-18	9	-10	-1	12
Cc1noc(C)c1CCC(=O)N1CCCC(CO)(Cc2ccccc2)C1 (stereo not drawn)
→ -22	-32	-10	-32	0	-28	13	-15	3	-42	-17
NC(=O)C1CCN(S(=O)(=O)c2ccccc2[N+](=O)[O-])CC1
→ -9	6	11	5	-2	-7	-1	5	-6	-9	-7
CN(C)c1ccc(NC(=O)CCCc2ccccc2)cc1
→ -34	-88	-43	-112	-8	-128	4	18	5	-159	-79
COCCCNc1nc2ccccc2nc1NS(=O)(=O)c1cccs1
→ 15	-16	6	14	-3	-9	-8	-4	-2	9	-15
C[C@@H]1CCCCO[C@H](CN(C)S(=O)(=O)c2cccs2)[C@@H](C)CN([C@H](C)CO)C(=O)c2cc(NC(=O)Nc3ccc4c(c3)OCO4)ccc2O1
→ -13	1	0	0	-17	-67	6	-4	10	-1	4
CN1C(=O)CC(Nc2cccc3cccc(N)c23)C1=O (stereo not drawn)
→ ·	-3	-7	10	-14	-14	-1	-8	0	13	·
Cc1nc(N)nc2c1CCCC2
→ -6	-2	-9	5	-4	4	-3	-2	-4	-2	-1
COCCN1C(=O)N[C@@H](c2cccc(C(F)(F)F)c2)[C@H](C(=O)OC)[C@H]1C
→ -14	-23	-3	0	1	0	-11	-1	-4	-1	-12
CCc1cccc(NC(=O)COC(=O)c2c(C)nn(-c3ccccc3)c2C)c1
→ 8	-14	4	17	-13	-10	-5	2	3	27	-27
Cc1nc2c(OCCOc3ccc(F)cc3)cccn2c1N(C)C(=O)CCC1CCCC1
→ 1	13	·	-9	·	-7	10	39	9	-23	-16
O=C(NCC(=O)N1CCOCC1)c1ccc(Br)o1
→ -2	-8	4	16	6	4	-9	-6	-6	14	16
CC(C)(C)NC(=S)Nc1cccc(C(F)(F)F)c1
→ 24	-4	1	7	-6	9	-2	10	8	3	6

Other records follow:
The line under a structure holds: NR2F2 inh	TROY NFkB inh	EBV LMP1 NFkB	SRC3 inh	TLR9-MyD88 block	SRC1 inh	C8 TRAIL sens	TWEAK Fn14 block	NOD2 RIPK2 PPI	NR5A2 inv ag	SRC2 inh
CCCNS(=O)(=O)c1ccc(OCC(=O)Nc2ccc3c(c2)OCCO3)c(C)c1
→ 16	-9	?	5	5	-6	6	-7	-4	22	-33
Cc1ccc(C)c(Cn2c(C(=O)OC(C)C)cc3c2ccn3C)c1
→ -10	-8	5	-24	-4	-7	-8	-8	-14	-18	2
C=CCn1c(-c2cccnc2)n[nH]c1=S
→ -20	-9	-3	1	-12	-10	-8	-6	-4	11	-14
CCc1nc2sc3c(c2c(=O)n1CCO)CCC3
→ -7	7	1	-13	-9	-5	-13	-10	-10	-2	-1
CC(C)(C)OC(=O)C[C@H]1C/C=C\C[C@@H](CC(=O)N(CCO)Cc2ccccc2)C(=O)N[C@H](C(C)(C)C)COC1=O
→ 9	-1	4	-10	0	3	-5	2	-10	8	-18
COc1cccc(NC(=O)Cc2c(O)c3ccccc3[nH]c2=O)c1
→ 6	-12	-1	31	3	-11	2	-26	1	6	-42
CCc1ccc(/C=C(/C#N)C(N)=S)s1
→ -20	11	-3	-4	0	6	0	-1	3	5	-19
COc1ccc(OCCCC(=O)NCCc2ccccc2)cc1
→ -2	13	11	10	-4	-8	12	3	-3	13	-20
O=C(O)c1ccc(NC(=O)c2ccccc2NC(=O)c2ccccc2Br)cc1
→ 10	8	-4	-7	-7	4	-1	-1	2	3	11
FC(F)(F)c1cccc(Cn2cnc(NC(=S)NCCc3ccccc3)n2)c1
→ -10	0	-7	13	-2	15	-5	6	11	-8	-3

Some of the compounds tested; count on the stated rates, not on these rows.
